Source: PubChem BioAssay
Pol eta inh: blocks human DNA polymerase eta activity | Q9Y253 | recombinant Pol eta, fluorescent DNA replication assay | Potency, µM (doses to about 114 µM), without a hit: at the highest dose activity change, negative = inhibition, most hits filed as inhibitors | 390,000 tested, 1.2% active | AID 588591; further: potency means the concentration at half of the fitted maximal effect; on the % scale 0 is the no-effect control and ±100 the full control effect
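Pol eta at 10 nM preincubated with compounds 15 min at room temperature; reaction started with fluorescent substrate (50 nM final) and read kinetically at 0 and 10 min.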
12-LOX inh: ALOX12 (human) lipoxygenase inhibition; 580,000 tested, 1.1% active; P18054; Potency, µM (highest dose often 108 µM), for inactives: at the top dose activity change, negative = inhibition, most hits filed as inhibitors; purified 12hLO, xylenol orange hydroperoxide absorbance; AID 1671190; further: potency means the concentration at half of the fitted maximal effect; on the % scale 0 is the no-effect control and ±100 the full control effect
Target sequence (P18054 whole entry, looked up): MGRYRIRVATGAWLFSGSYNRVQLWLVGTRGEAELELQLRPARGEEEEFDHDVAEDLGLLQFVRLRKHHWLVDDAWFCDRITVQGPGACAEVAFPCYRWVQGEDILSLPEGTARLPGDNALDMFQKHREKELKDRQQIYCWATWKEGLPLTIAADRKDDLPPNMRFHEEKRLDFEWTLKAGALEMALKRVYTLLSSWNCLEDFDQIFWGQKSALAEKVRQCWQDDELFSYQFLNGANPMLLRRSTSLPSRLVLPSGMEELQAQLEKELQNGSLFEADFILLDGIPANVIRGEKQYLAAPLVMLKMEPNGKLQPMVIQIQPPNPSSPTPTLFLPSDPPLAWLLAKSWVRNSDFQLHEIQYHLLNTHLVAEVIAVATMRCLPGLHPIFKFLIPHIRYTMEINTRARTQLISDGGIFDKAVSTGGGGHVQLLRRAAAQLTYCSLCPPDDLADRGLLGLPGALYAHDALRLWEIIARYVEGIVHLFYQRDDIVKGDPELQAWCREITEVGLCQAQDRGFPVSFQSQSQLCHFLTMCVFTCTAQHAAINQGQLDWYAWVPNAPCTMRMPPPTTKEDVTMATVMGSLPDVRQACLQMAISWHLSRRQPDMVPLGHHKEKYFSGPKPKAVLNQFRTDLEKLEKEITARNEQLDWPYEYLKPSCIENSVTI
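Purified human 12hLO at 150 nM in 25 mM Hepes, 0.01% Triton X-100, pH 7.0, preincubated 15 min at room temperature with compound. Reaction started with 40 uM arachidonic acid, 30 min at room temperature. Hydroperoxide measured by Fe-xylenol orange, 573/405 nm absorbance ratio.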
Anesthetic bind: candidate novel general anesthetic via apoferritin binding; P02791; AID 485281; apoferritin/1-aminoanthracene competitive binding, fluorescence; Potency, µM (series often up to 77.5 µM), for inactives: top-dose activity change, negative = displacement, actives largely listed as inhibitors; 350,000 tested, 0.074% active; further: potency means the concentration at half of the fitted maximal effect; on the % scale 0 is the no-effect control and ±100 the full control effect; nearly all actives have a fitted effect of over 20% in size
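Probe: 1-aminoanthracene (50% saturated, PBS). Protein: horse-spleen apoferritin, 10 uM. Incubation: 10 min, room temperature. Detection: 380 nm excitation, 535 nm emission. Analysis: normalized response, four-parameter Hill.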
LDHA block: inhibitors of human lactate dehydrogenase A; P00338; purified LDHA, NADH/diaphorase-resazurin fluorescence; hits give low values; activity change, % (values are at about 110 or 230 µM); 480,000 tested, 0.15% active; AID 1347041; in the data active means activity change below about -30%; inconclusive means mostly about -25% to -30%;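 further: plate controls were DMSO wells for no effect and wells without enzyme for full effect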
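Remaining NADH was detected by diaphorase (0.133 mg/mL) converting 37 µM resazurin to fluorescent resorufin, read at 0 and 20 minutes. The preceding 5-minute room-temperature reaction used 2 nM LDHA, 0.2 mM sodium pyruvate and 0.06 mM NADH at pH 7.4.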
APE1 inh: APE1 (human) endonuclease inhibition | AID 2517 | P27695 | 350,000 tested, 0.35% active | Potency, µM (highest dose often 65.8 µM), inactives show top-dose activity change, negative = inhibition, usual class: inhibitors | recombinant APE1, TAMRA/BHQ-2 abasic DNA cleavage fluorescence;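 further: potency means the concentration at half of the fitted maximal effect; plate controls were vehicle for no effect and reference inhibitor for full effect; nearly all actives have a fitted effect of over 55% in size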
Target sequence (P27695 whole entry, looked up): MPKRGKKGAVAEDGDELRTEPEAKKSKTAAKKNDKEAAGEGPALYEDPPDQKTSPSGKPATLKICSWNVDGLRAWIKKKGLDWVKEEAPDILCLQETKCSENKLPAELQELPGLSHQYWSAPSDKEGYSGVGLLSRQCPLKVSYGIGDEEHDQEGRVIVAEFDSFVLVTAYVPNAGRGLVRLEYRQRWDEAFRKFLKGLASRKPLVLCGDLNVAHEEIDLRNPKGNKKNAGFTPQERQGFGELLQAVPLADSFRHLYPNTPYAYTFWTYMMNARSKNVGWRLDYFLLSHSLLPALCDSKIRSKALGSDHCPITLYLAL
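Enzyme (0.75 nM final) and test compound are incubated 15 min at room temperature before adding 50 nM quenched THF abasic-site duplex. Cleavage dequenches TAMRA, followed at 525/598 nm over three reads one minute apart.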
POLB inh: DNA polymerase beta (human) inhibition | Potency, µM (top dose mostly 114 µM), without a hit: at the highest dose activity change, negative = inhibition, usual class: inhibitors | Pol beta primer extension/strand displacement, fluorescence kinetic | 340,000 tested, 1.3% active | AID 485314 | P06746; further: potency means the concentration at half of the fitted maximal effect; on the % scale 0 is the no-effect control and ±100 the full control effect
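Homogeneous kinetic assay of primer extension and strand displacement by 10 nM Pol beta, preincubated 15 min at room temperature with compound before 50 nM substrate (final) was added. Read at 0 and 10 min; four-parameter Hill fit.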
RGS4 inh: inhibitors of human regulator of G protein signaling 4. Potency, µM (titrated, usually from 114 µM), inactives show at the highest dose activity change, negative = inhibition, most hits filed as inhibitors. 390,000 tested, 0.039% active. P49798. Transcreener GDP fluorescence polarization, RGS4-accelerated GTP hydrolysis; further: potency means the concentration at half of the fitted maximal effect; on the % scale 0 is the no-effect control and ±100 the full control effect; nearly all actives have a fitted effect of over 75% in size; some results filed as inactive show a strong effect at the top dose
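MLSMR compounds (23 nl, pin-transferred) preincubated 10 min at room temperature with a 500nM (2x) first reagent, then RGS4 at 900nM (2x) plus Transcreener GDP mix added; fluorescence polarization (620/688 nm) read before and after 90 min at 30 °C.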
ERG-DNA inh: blocks human ERG Ets domain binding to DNA | Potency, µM (highest dose often 76.9 µM), for inactives: top-dose FP activity, negative = inhibition, hits mostly inhibitors | AID 624246 | 370,000 tested, 0.028% active | fluorescence polarization, His-ERG Ets domain / labelled DNA; active means well fitted inhibition curve with a large enough effect in the polarisation, with a control signal flat; inconclusive means small, poorly fitted or top-dose-only effect, or effect the other way, or a change in a side signal; inactive means no such curve, though single readings can be large or run the other way; the % refers to the polarisation;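 further: polarization taken with two DNA probes labelled with fluorescein and Texas red; potency means the concentration at half of the fitted maximal effect; % of control where 0% means no effect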
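His-tagged ERG Ets domain (1 uM in the protein solution; 300mM KCl, 50mM Tris-HCl, 1mM EDTA, 1mM DTT, pH 7.5) received compound, then a probe mix of 5 nM fluorescein-DNA and 100nM Texas-615-DNA. Fluorescence polarization was read for both dyes.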
POLK inh: DNA polymerase kappa (human) inhibition. 400,000 tested, 0.53% active. Q9UBT6. purified Pol kappa, fluorescent DNA synthesis assay, 10 min. Potency, µM (top dose mostly 107 µM), for inactives: top-dose activity, negative = inhibition, hits mostly inhibitors. AID 588579; further: potency means the concentration at half of the fitted maximal effect; on the % scale 0 is the no-effect control and ±100 the full control effect
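Kinetic fluorescence readout at 0 and 10 min followed reaction start with substrate at 50 nM final. Beforehand, enzyme (10 nM Pol kappa) stood 15 min with compound at room temperature; buffer-only wells were negative controls.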
* hit, by the source's call; i = inactive; ? = inconclusive; / = not tested or not shown; & = joins results of further samples; [ ] = remark or other dose. Unless noted, the call rests on the fitted dose curve; in most records, active means well fitted curve in the direction sought with a large enough effect; inconclusive means small, poorly fitted or top-dose-only effect, or another doubt; inactive means no such curve, though single readings can be large; an effect the other way counts as inactive or inconclusive. Not all compounds are listed (hit frequency here may not be typical).

The line under a structure holds: APE1 inh, Pol eta inh, RGS4 inh, 12-LOX inh, POLB inh, Anesthetic bind, POLK inh, ERG-DNA inh, LDHA block
- Cc1ccc(S(=O)(=O)NCC(C)NS(C)(=O)=O)cc1 (centres undefined)
    13%, -15%, 0%, -14%, 71%, -11%, 3%, 1%, -2
- CCc1nnc(NS(=O)(=O)c2ccc(NC(=S)NC(=O)/C=C/c3ccccc3)cc2)s1
    ?, 71µM*, -16%, 22µM*, -9%, 7%, -21%, 1%, -9
- COC(=O)c1cccc(-c2ccc(C(c3c(C)[nH][nH]c3=O)c3c(C)[nH][nH]c3=O)o2)c1
    ?, -5%, ?, ?, ?, -10%, -7%, 5%, 24
- O=C(CN1C(=O)c2ccccc2S1(=O)=O)N1CCOCC1
    8%, -14%, -12%, -9%, 3%, 2%, -14%, -3%, -3
- CC(C)C[C@@H](CO)N1CCN(CCCc2ccccc2)CCC1=O
    1%, 7%, -23%, -4%, 0%, -3%, 7%, -15%, 5
- Cc1ccc(/C=C/c2nc3ccccc3s2)s1
    -1%, -11%, -5%, ?, -7%, -19%, -8%, -12%, -6
- CC(=O)n1nc(-c2ccc(Cl)cc2)nc1NCc1ccco1
    5%, -11%, ?, 10%, 3%, -16%, -9%, -10%, -5
- Cc1ccccc1NC(=O)Cn1nnc(C(=O)NCc2cccs2)c1N
    /, -16%, -25%, 0%, ?, -11%, -14%, -3%, -2
- Cc1cccc(Nc2nnc(SC/C(O)=C(\C#N)c3nc4ccccc4[nH]3)s2)c1C
    -8%, ?, -26%, -9%, -27%, -22%, -4%, 13%, -2
- CCCCCCOC(=O)C(C#N)c1nc2ccccc2nc1N1CCN(CC)CC1 (centres undefined)
    -3%, -18%, -11%, ?, 12%, -14%, -20%, 0%, 2&4
- C[C@]12C(=O)N(c3ccc(Cl)cc3)C(=O)N1[C@@H]1c3ccccc3OC[C@@H]1[C@H]2c1ccccc1
    /, -10%, 17%, 13%, /, /, 0%, 0%, -5
- O=c1oc2ccccc2cc1-c1cn2cc(Cc3ccc(Cl)cc3)sc2n1
    /, -14%, 4%, 0%, 20%, -6%, 7%, 1%, -9
- CC(OC(=O)CCNS(=O)(=O)c1ccccc1)C(=O)Nc1ccc(S(=O)(=O)N2CCCCC2)cc1 (centres undefined)
    /, -8%, -18%, -18%, /, /, -6%, -19%, -4
- COc1ccccc1-c1cc(-c2cc(Cl)ccc2O)n[nH]1
    -1%, -10%, -28%, -1%, 25%, -7%, -15%, -1%, -2
- COc1ccc(C(C)=O)cc1COC(=O)CCNS(=O)(=O)c1ccc(C(C)=O)cc1
    10%, -18%, -20%, i, 24%, -7%, -3%, -8%, -9
- CCCN1C2CCCC1CC(NC(=O)c1ccccc1OC)C2 (centres undefined)
    13%, -6%, 2%, 8%, 6%, -3%, -12%, 4%, -3
- C(=Cc1c[nH]c2ccccc12)c1nccc2ccccc12
    /, -15%, -38%, ?, /, /, -7%, 17%, 14
- O=C(C1CC=CCC1)N1CCN(S(=O)(=O)c2ccc(F)cc2)CC1 (centres undefined)
    3%, 4%, 9%, -11%, /, /, -19%, 0%, -2
- CCOc1ccc(CCNC(=O)c2[nH]c(C)c(C(C)=O)c2C)cc1OCC
    5%, -1%, 34%, -1%, 0%, -4%, -16%, -2%, 5
- O=C(N[C@@H]1C/C=C\C[C@@H](CC(=O)N(CCO)Cc2ccccc2)C(=O)NCCOC1=O)OCC1c2ccccc2-c2ccccc21
    24µM*, -6%, -10%, /, /, /, -16%, -9%, -2
- COc1ccccc1CNC(=O)C(=O)c1cn(CC(=O)N2CCOCC2)c2ccccc12
    -7%, -8%, -19%, -2%, 2%, -24%, 10%, -3%, 1
- CCCCc1[nH]c(=O)c(C#N)c2c1CCCC2
    3%, -10%, -9%, -7%, 14%, -13%, 2%, -4%, -2
- CCCCn1c(O)c(N=NC(=O)c2ccncc2)c2cc(Br)ccc21
    -2%, -10%, -15%, -12%, 24%, -3%, -4%, 1%, 1
- COc1ccc(NS(=O)(=O)c2cn(C)cn2)cc1Cl
    -1%, -4%, 4%, 9%, 13%, -1%, 9%, 9%, 4
- CCn1nc(C)c(CCN(C)C(=O)Nc2cccc(Cl)c2C)c1C
    /, -3%, 10%, -22%, 9%, 10%, -8%[60.1 µM], -4%, -10
- Cc1ccc(NC(=O)Cn2c(=O)n(CCCCC(=O)NCc3ccc4c(c3)OCO4)c(=O)c3ccccc32)cc1
    /, -7%, -8%, -10%, 8%, -9%, -2%, 2%, -1
- O=C(COC(=O)CCCSc1nc2ccccc2[nH]1)NC(=O)NC1CCCC1
    -5%, -15%, -40%, 273%[activator], 0%, ?, 13%, 11%, 3
- COc1ccc(CNC(=O)COC(=O)c2[nH]c(C)c(C(C)=O)c2C)cc1OC
    44%[activator], 8%, 23%, 37%[activator], /, /, 0%, 21%, -6
- CCc1ccc(N2CC(C(=O)OCC(=O)Nc3cc(C)on3)CC2=O)cc1 (centres undefined)
    -1%, -2%, 43%, ?, -1%, 2%, -6%, 1%, -14
- CSc1ncc(C(=O)N2CCN(c3ccc(F)cc3)CC2)c(C)n1
    /, 0%, -1%, -12%, 0%, -2%, 6%, 7%, -3
- COc1ccc(Cl)cc1NS(=O)(=O)c1c(C)[nH]c(C)c1C(=O)N1CCCCC1
    67%[activator], -13%, 19%, -2%, 6%, -2%, -6%, -19%, -5
- CCCN(CC1CC1)S(=O)(=O)c1ccc(S(N)(=O)=O)cc1
    0%, -15%, -18%, 111%, 1%, -5%, 13%, -11%, -1
- O=c1c2ccccc2nnn1CSc1ncnc2ccccc12
    0%, -13%, -8%, 156%[activator], 26%, -11%, -8%, -7%, -3
- CCc1nn(C(C)C(=O)NCCc2ccccc2)c(=O)c2cc3occc3n12 (centres undefined)
    -8%, 5%, 11%, 22%, -1%, -3%, -9%, -1%, -4
- COc1ccc(-c2nnc3n2CCCCC3)cc1
    19%[12.4 µM], -4%, -4%, 1%, 27%, -11%, 1%, 14%, -5
- CCNC(=O)O/N=C1\CCCCC1c1ccc([N+](=O)[O-])cc1[N+](=O)[O-] (centres undefined)
    27%, -8%, -14%, ?, 30%, 2%, 14%, 10%, 6
- CCC1=C(c2cc(OC)c(OC)c(OC)c2)C2(CCCC2)C(=O)O1
    -4%, -3%, 4%, 0%, 51%, -15%, 2%, -7%, -11
- CCCN(CCC)C(=O)Cn1c(=O)c2sccc2n2c(=S)sc(-c3ccccc3)c12
    -2%, -1%, -45%, 289%[activator], 4%, -4%, 0%, -8%, -4
- CC(=O)c1ccc(N2CCN(Cc3nc4ccccc4[nH]3)CC2)cc1
    8%, -10%, -3%, 13%, 33%, -9%, 6%, -14%, -5
- CCCCN(C(=O)c1cccc(N2C(=O)c3ccccc3C2=O)c1)c1c(N)n(CCCC)c(=O)[nH]c1=O
    /, -14%, 1%, 23%, /, /, 9%, -10%, -1
- CCCCCC(C)NC(=O)c1ccoc1C (centres undefined)
    0%, -6%, -25%, -16%, -12%, -6%, 0%, -4%, -5
- O=C(Cn1cnc2c(nnn2-c2ccccc2)c1=O)N1CCC(Cc2ccccc2)CC1
    3%, -2%, 4%, 35%[activator], 0%, 3%, -5%, -6%, 1
- COc1ccc(Cc2nc3ccc(C(=O)NCCn4cccn4)cc3o2)cc1
    7%, -16%, 24%, /, 55%, -8%, -10%, -4%, -6
- FC(F)(F)c1cccc(OCCN2CCN(Cc3ccccc3)CC2)c1
    -3%, -17%, -26%, ?, -1%[57.1 µM], -7%, -2%, 20%, -21
- O=C1NC(=O)C2C3c4ccccc4C(c4ccccc43)C12 (centres undefined)
    28%, 2%, -5%, 14%, 21%, -10%, -4%, /, -6
- Cc1c(Cl)cccc1NC(=O)N1CCCN(c2nc(-c3ccccc3)ns2)CC1
    -2%, -8%, 12%, /, 6%, -10%, -1%, 0%, -3
- CC(NC(=O)COC(=O)CN1C(=O)c2ccccc2C1=O)c1ccccc1 (centres undefined)
    -8%, -5%, -11%, -27%, /, /, -6%, -22%, -3
- CCC(C(=O)N1CCc2ccccc2C1)n1nc(C)n2c(cc3occc32)c1=O (centres undefined)
    -3%, -2%, 0%, 424%[activator], 3%, -13%, -7%, 1%, -4
- COc1cc(C(=O)O[C@H]2C/C(C)=C/CC/C(C)=C/[C@@H](O)C2C(C)C)ccc1O (some centres undefined)
    ?, /, /, ?, /, -15%, ?, /, /
- O=C(N/N=C/c1ccc(O)cc1)NC12CC3CC(CC(C3)C1)C2
    33%, -13%, -7%, 0%, 21%, -17%, -3%, 18%, -8

Next structures:
The line under a structure holds: APE1 inh, Pol eta inh, RGS4 inh, 12-LOX inh, POLB inh, Anesthetic bind, POLK inh, ERG-DNA inh, LDHA block
- Cc1cc(C)c2c(CC(=O)NN(C)C)coc2c1
    2%, -2%, 80%[activator], 4%, -3%, -6%, -3%, 1%, -7
- O=C1CC(C(=O)N(c2ccc(F)cc2)C(C(=O)NC2CCCC2)c2ccccn2)CS1 (centres undefined)
    5%, -5%, 8%, 5%, -8%, 9%, -5%, -5%, 4
- COc1ccc(Cl)cc1NC(=O)CCCn1c(C)c2cnn(-c3ccccc3)c(=O)c2c1C
    /, -17%, -6%, -2%, -7%, -2%, -11%, -2%, 4
- CCOC(=O)c1c(NC(=O)CSc2ccccc2C(=O)O)sc(C)c1C
    -1%, -4%, -3%, -3%, -1%, -14%, -18%, -5%, -6
